NSD2 inh = inhibitors of human histone methyltransferase NSD2; inhibition, % at 12.5 µM; hit rate 0.54% among 310,000; NSD2 peptide methylation, AlphaScreen, 120 min; in the data active = inhibition above about 50%
dFosB activator = enhances mouse delta FosB homodimer DNA binding | purified delta FosB, TAMRA-CDK5 oligo fluorescence polarization; percent of positive-control signal above neutral wells | hit rate 0.99% among 340,000 | P13346 | activation, % at 25 µM | AID 493131;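 active = mean activation above about 17%, with every replicate also reaching it, limit read from the data, passing the limit was not always enough; inconclusive = only one of the two conditions met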;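 also: fluorescence polarization rise as delta FosB binds a TAMRA Cdk5 AP-1 oligo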
Target sequence (P13346 whole entry, looked up): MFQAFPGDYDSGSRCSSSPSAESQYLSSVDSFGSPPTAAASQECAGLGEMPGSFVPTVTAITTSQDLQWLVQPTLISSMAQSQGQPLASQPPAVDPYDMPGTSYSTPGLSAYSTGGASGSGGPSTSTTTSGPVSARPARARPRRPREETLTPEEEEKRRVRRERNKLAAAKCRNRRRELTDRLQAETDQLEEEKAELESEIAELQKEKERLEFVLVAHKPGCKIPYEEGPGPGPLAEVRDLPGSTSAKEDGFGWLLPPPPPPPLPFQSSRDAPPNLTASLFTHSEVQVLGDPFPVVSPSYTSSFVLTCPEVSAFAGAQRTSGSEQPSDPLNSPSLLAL
Wnt bcat act = Wnt/beta-catenin pathway activation; AID 743398; activation, % at 9.35 µM; Wnt/beta-catenin reporter cell assay, activator, plate reader; hit rate 1.2% among 300,000; in the data active = activation above about 30%, passing the limit was not always enough; inconclusive = no clear call, values can overlap the other calls;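 also: 0% = neutral control wells and 100% = positive control wells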
V-ATPase pH = alters yeast V-ATPase proton transport; S. cerevisiae, pHLuorin cytosolic pH fluorescence; response, % at 10 µM; hit rate 0.37% among 350,000; in the data active = response mostly above about 7.3%, no sharp cut-off; inactive = mostly below about 5.4%; also: actives read high; inactives centre near 0; some compounds called inactive have numbers as strong as hits; reference of the scale not given here
HTR5A inv ag = counter-screen for OPRM1-OPRD1 inverse agonists: human HTR5A inverse agonism. inhibition, % at 9.3 µM. hit rate 0.083% among 340,000. P47898. HTR5A cell line, luminescence; in the data active = inhibition mostly above about 23%, no sharp cut-off; inactive = mostly below about 18%;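 also: 0% = cells with DMSO and 100% = no-cell wells with DMSO; some compounds called inactive have numbers as strong as hits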
Target sequence (P47898 whole entry, looked up): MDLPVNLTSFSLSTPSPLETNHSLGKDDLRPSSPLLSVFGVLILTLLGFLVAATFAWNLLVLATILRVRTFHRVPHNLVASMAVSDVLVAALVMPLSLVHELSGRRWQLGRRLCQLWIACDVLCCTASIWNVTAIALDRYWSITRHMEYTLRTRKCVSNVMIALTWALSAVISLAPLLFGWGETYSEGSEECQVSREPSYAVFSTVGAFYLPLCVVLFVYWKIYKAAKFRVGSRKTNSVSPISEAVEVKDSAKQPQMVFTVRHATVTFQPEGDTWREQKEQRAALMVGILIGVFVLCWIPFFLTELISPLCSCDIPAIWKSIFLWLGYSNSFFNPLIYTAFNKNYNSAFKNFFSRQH
HTR5A ag ctr = counter-screen for OPRM1-OPRD1 agonists: human HTR5A agonism; HTR5A agonist assay, luminescence, cell-based; P47898; activation, % at 9.3 µM; hit rate 0.61% among 340,000; in the data active = activation mostly above about 9.5%, no sharp cut-off; inactive = mostly below about 7.6%;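 also: 0% = cells with vehicle only and 100% = reference agonist; strong numbers were not always called active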
PvdQ inh = blocks Pseudomonas aeruginosa PvdQ acylase activity. hit rate 0.063% among 340,000. inhibition, % at 10 µM. purified PvdQ acylase, fluorescence plate reader; in the data active = inhibition above about 30%, passing the limit was not always enough; inconclusive = no clear call, values can overlap the other calls;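 also: 0% = vehicle neutral wells and 100% = reference inhibitor wells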
MITF act = increases MITF-driven TRPM1 promoter luciferase signal. hit rate 0.75% among 300,000. SK-MEL-5 TRPM1-promoter luciferase, 24 h; % of positive control, neutral wells = 0. activation, % at 12.5 µM. AID 588334;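 active = mean activation of at least 80% with every replicate also reaching 80%; inconclusive = mean reaches 80% but some replicate falls short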;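 also: 0% = neutral control wells and 100% = parthenolide positive control wells; values of inactives mirror those of a sister screen read the other way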
CDK5 inh = inhibitors of human CDK5/p35 kinase | Recombinant CDK5/p35, ADP-Glo luminescence, 60 min | hit rate 0.01% among 330,000 | inhibition, % at 10 µM;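 active = highest replicate inhibition of at least 50% and at least 75% of replicates reaching 50%; inconclusive = only one of the two criteria met; inactive = both criteria failed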;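 also: plate controls were DMSO neutral control for no effect and GW8510 at 10 µM for full effect; many of its hits are not listed in these tables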
SR-BI DiI inh = mouse SR-BI HDL lipid transfer inhibition | Q61009 | ldlA[mSR-BI] CHO cells, DiI-HDL uptake fluorescence, 3 h | inhibition, % at 12.5 µM | hit rate 0.96% among 320,000;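 active = mean replicate inhibition of at least 70% and a set share of replicates each scoring 70 or more; inconclusive = meets just one of the two criteria; inactive = fails both criteria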;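 also: 0% = median of neutral control wells and 100% = median of positive control wells; values of inactives mirror those of a sister screen read the other way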
The depositor's hits bear a star; ? = inconclusive; / = no result given.

SMILES	NSD2 inh	dFosB activator	Wnt bcat act	V-ATPase pH	HTR5A inv ag	HTR5A ag ctr	PvdQ inh	MITF act	CDK5 inh	SR-BI DiI inh
O=S(=O)(c1ccc(Cl)cc1)N1CCNCC1	-2	-5	-2	-2	-25	2	6	-3	0.6	1
COc1ccc(Cc2noc(-c3ccc([N+](=O)[O-])cc3)n2)cc1OC	7	-7	-19	4	1	5	-8	3	-2.1	-7
O=C(Nc1ccc(F)cc1)Nc1nnc(COc2ccccc2F)s1	-16	11	-1	3	-10	5	1	4	-0.1	-7
Cc1cc(C)n(-c2nnc(C)n2N)n1	-2	2	/	1	5	-2	-9	2	-0.6	-5
Cc1ccc(-n2c(-c3ccncc3)n[nH]c2=S)cc1C	-3	-3	-1	1	-3	-4	3	8	1.4	-21
CCOC(=O)C(C)c1ccc2cc(OC)ccc2c1 (centres undefined)	12	4	9	-4	-23	-3	-5	10	-0.3	/
O=C(OC(c1ccccc1)c1nccc2ccccc12)c1cc([N+](=O)[O-])cc([N+](=O)[O-])c1 (centres undefined)	2	-3	/	-4	-38	4	-20	-9	0.2	1
COC(=O)c1c(C)c(OC(=O)c2c(C)cc(O)c(C=O)c2O)cc(C)c1O	/	1	/	-1	-24	-4	-2	/	0.8	11
Cc1ccccc1Nc1nc(N)nc(COC(=O)c2ccco2)n1	-2	-11	-3	-7	0	0	-16	50	-0.8	-17
Cc1cc(C(=O)N/N=C/c2cc(Cl)cc([N+](=O)[O-])c2O)n[nH]1	-16	-4	0	2	0	-5	-2	11	-0.1	/
COc1ccc(NC(=O)CCCc2nnc3n(C)c(=O)c4sccc4n23)cc1	5	2	0	-1	-18	-1	-15	7	/	-2
CCOc1cc(CNCCCN2CCOCC2)ccc1OCC(=O)NC(C)(C)C	-4	-1	0	1	-9	2	-26	3	-3.6	-16
CCc1nc2oc(C(=O)c3ccccc3)c(N)c2c2c1COC(C)(C)C2	5	-11	/	-3	-3	1	-15	17	-1.9	-5
Cc1c(NS(=O)(=O)c2ccc(N3CCN(C)CC3)c([N+](=O)[O-])c2)c(=O)n(-c2ccccc2)n1C	-1	6	-1	-1	4	-1	7	0	2.6	-39
O=C(Nc1ccc(C(=O)N2CCOCC2)cc1)c1cc(-c2cccnc2)nc2ccc(Br)cc12	-1	-40	3	-4	-18	-1	-8	9	1.0	81*
CC(C)c1ccc(NC(=O)[C@@H]2CCC(=O)N2C2OC(=O)c3ccccc32)cc1 (some centres undefined)	/	-8	0	-2	11	3	-8	46	-2.5	-22
CC(C)CNC(=O)C(=O)Nc1cc2c3c(c1)CCC(=O)N3CCC2	6	-2	-2	-3	-10	-4	16	-6	2.6	19
CC(C)C[C@H]1CN=C(Nc2ccccc2)N1CC1CCCCC1	/	-5	-11	2	-3	2	-14	15	-1.6	-1
O=S(=O)(c1ccc(S(=O)(=O)N2CCN(C/C=C/c3ccccc3)CC2)cc1)N1CCCC1	-1	4	/	4	8	-2	-8	-2	0.6	13
CCOc1ccc(CCNC(=O)CN2C(=O)NC3(CCCc4ccccc43)C2=O)cc1OCC (centres undefined)	3	-1	1	3	-9	3	-17	5	0.8	51
Cc1ccc(/C=N/Nc2nc(Cl)c(Cl)cc2Cl)s1	3	7	72*	4	-5	1	2	20	-1.6	/
CCOc1ccc(NC(=O)/C=C/c2ccccc2)c([N+](=O)[O-])c1	0	-5	18	-90	-38	-2	0	13	-0.2	37
COc1ccc(/C=C/c2ccc3cccc(O)c3n2)c(OC)c1OC	2	-1	57*	2	35*	-9	12	17	0.5	16
O=[N+]([O-])c1cccc(NC(=S)N2CCc3ccccc3C2)c1	8	-2	5	1	-1	0	-6	14	-0.6	49
CCOc1ccc(NC(=O)C2CCCN(c3nn4c(=O)cc(C)nc4s3)C2)cc1 (centres undefined)	-2	-15	2	-21	24	-6	-7	2	-1.8	40
CCCCNC(=O)c1ccc(C)c(NC(=O)C2=C(C)OCCS2)c1	-3	-4	-2	3	-6	2	-22	-11	2.7	59
CC(Sc1nnc(-c2cccs2)n1-c1ccccc1)C(=O)NCc1ccc2c(c1)OCO2 (centres undefined)	2	0	/	-6	5	0	13	-6	-0.6	3
COc1ccc(NC(=S)N(Cc2cccnc2)Cc2ccco2)cc1	9	0	0	2	37	-1	-8	-10	-0.7	4
O=C(C1CCCN1S(=O)(=O)c1cccc2cccnc12)N1CCn2c1nc1ccccc12 (centres undefined)	/	-10	1	2	/	/	8	4	-0.4	-2
O=C(CCN1C(=O)c2ccccc2C1=O)N1CCN(c2ccccc2)CC1	1	-8	/	3	-32	-1	-14	5	2.9	62
CCOC(=O)c1c(NC(=O)Cn2cnc([N+](=O)[O-])n2)sc2c1CCC(C)C2 (centres undefined)	-3	0	/	3	-22	9	11	/	-0.8	60
CCCN(C1CCS(=O)(=O)C1)S(=O)(=O)c1cc(OC)ccc1OC (centres undefined)	0	-5	15	-3	-24	10	5	-1	0.2	-28
CCOc1ccc2nc(Nc3nc4ccc(NC(C)=O)cc4s3)sc2c1	0	-5	/	2	6	4	-13	-1	-0.5	32
NC(=O)CN1CCOCCOCCOCCOCCOCC1	-5	2	-7	6	-1	2	8	4	-0.7	-6
O=C(CN(c1ccccc1)S(=O)(=O)c1ccccc1[N+](=O)[O-])Nc1cccnc1	11	0	1	1	4	-2	-9	6	1.8	-10
CN(C)CCCN(C(=O)c1ccc(S(=O)(=O)N2CCc3ccccc3C2)cc1)c1nc2c(F)cc(F)cc2s1	-3	37*	/	-5	17	-7	4	-35	-0.3	-3
COc1ccc2nc(NC(=O)c3cccc(OCc4c(C)noc4C)c3)sc2c1	/	?	/	0	-24	0	-7	/	0.9	58
O=C(COC(=O)c1cnccn1)N=c1sccn1Cc1ccccc1Cl	-1	2	-5	-1	-2	1	-7	-2	1.6	-34
COc1cccc(Cn2c(=O)c3[nH]cnc3n(-c3ccccc3C)c2=O)c1	0	-5	3	-4	9	-1	-10	6	1.4	-14
CCOc1ccccc1NC(=O)c1cccc(S(=O)(=O)N(Cc2ccccc2)c2ccccc2OC)c1	2	-9	-5	2	-3	1	-8	-6	0.8	11
C=CCNc1nc(C(=O)OCC(=O)Nc2c(Cl)cccc2C(F)(F)F)cs1	-2	-2	-1	2	25	0	5	-5	-2.5	-6
O=C(/C=C\c1ccccc1OC(=O)c1ccccc1F)c1cc2ccccc2o1	-1	-8	-1	5	8	5	2	23	/	-24
COc1cc2[nH]c(=S)n(C3CCN(Cc4ccccc4)CC3)c(=O)c2cc1OC	1	-16	1	-1	-11	4	-9	4	-0.2	27
COc1ccc(NC(=O)COc2cccc3c2OC(C)(C)C3)c(OC)c1	14	-8	1	-2	-52	13*	-3	10	0.1	58
Nc1ccc2c(c1)C(=O)N(CCCC(=O)O)C2=O	1	-2	/	-1	-1	-2	-11	0	1.0	-3
Nc1nc2ccccc2nc1N1CCCC1	0	-2	0	-5	-1	-2	-1	15	1.2	-33
Cc1ccc(OCC(=O)OC(C)C(=O)NC2CCCCC2C)cc1C (centres undefined)	1	-4	-1	6	-11	-2	0	-4	-0.6	-43
Cc1noc(C)c1Cc1ccc(O)cc1	0	4	-6	-3	-4	14*	-5	/	1.5	-44
Cc1cccc(Nc2nc(N3CCCCC3)nc(N3CCCCC3)n2)c1	3	-9	/	0	-3	0	-13	-14	0.6	36
COc1cc(CNc2ccc(N3CCN(C(C)=O)CC3)cc2)ccc1OCc1ccc(F)cc1	2	-1	16	6	-16	6	24	-31	0.4	27

(cont.)
SMILES	NSD2 inh	dFosB activator	Wnt bcat act	V-ATPase pH	HTR5A inv ag	HTR5A ag ctr	PvdQ inh	MITF act	CDK5 inh	SR-BI DiI inh
COc1ccc(NC(=O)c2ccc(Cc3ccc(C)cc3)o2)cc1	-2	-6	-2	0	-10	-2	-1	/	0.4	5
COc1ccc(CCN(C)Cc2nc(Cc3ccc(OC)c(OC)c3)no2)cc1OC	3	-1	-6	6	-9	5	-2	1	-0.1	11
O=C(Nc1cccc(NC(=O)c2ccccc2Cl)c1)c1ccco1	0	-5	5	0	3	4	-21	-15	0.1	32
C=CCn1c(SCC(=O)Nc2cccc(S(N)(=O)=O)c2)nc2sc(C)c(C)c2c1=O	-1	-1	0	4	17	-7	14	-8	0.5	2
O=C(Nc1nncs1)C1CC(=O)N(C2CCCC2)C1 (centres undefined)	-6	0	1	-1	12	4	-12	-5	0.7	-12
COc1ccc(NC(=S)NC(C)C(c2ccccc2)N2CCOCC2)cc1 (centres undefined)	2	-2	0	5	-11	4	12	9	1.6	-18
COc1ccc(S(=O)(=O)NC2CCCC2)c(Cl)c1Cl	-6	3	/	-4	-5	-3	25	-2	-0.5	-27
Cc1cccc(C(=O)N2CCN(Cc3ccc4c(c3)OCO4)CC2)c1	/	-9	7	3	-1	5	19	/	4.7	-5
Cc1ccc(OCC(=O)Nc2ccc(C)c(S(=O)(=O)N3CCCCCC3)c2)c([N+](=O)[O-])n1	-3	-8	-2	1	-12	4	3	-3	-0.4	74*
CN(C(=O)c1cccc(NC(=O)Cc2ccc(NC(=O)C3CCN(C(=O)C4CCCCC4)CC3)cc2)c1)C1CCCC1	/	-1	-1	0	-7	2	-19	1	-2.3	30
CC1(C)Cc2nc3sc(C(=O)NCCCO)c(N)c3cc2CS1	-1	-5	3	2	-5	2	7	30	0.5	-9
COC(=O)C1=C(C)Nc2[nH]c(=S)[nH]c(=O)c2C1c1ccc(OC)cc1 (centres undefined)	0	3	6	2	0	0	-4	-5	4.8	-13
CCOC(=O)C1=C(COC(=O)/C=C/c2ccc(OC)cc2)NC(=O)NC1C (centres undefined)	-1	-7	-4	-5	-6	2	10	-24	0.5	35
O=C(N1CCCCC1)N1CCCN(C(=O)N2CCCCC2)CC1	1	1	/	-1	8	3	-10	3	1.2	-7
Cc1cccc(CC2CC(=O)N(C3CCCCC3)C2=O)c1 (centres undefined)	-15	8	2	-3	-6	5	-10	0	0.5	-5
Cc1ncc2c(n1)-c1cc(F)ccc1SC2	0	-8	0	0	8	-2	-20	-16	-0.1	-14
Cc1sc2c(c1C)c(=O)n(-c1ccc(F)cc1)c(=O)n2CC(=O)NCc1ccco1	-3	4	-2	-2	1	2	8	3	-1.6	-22
CN(c1nc2nonc2nc1NC1CC1)C1CCOC1 (centres undefined)	-2	-7	-2	-2	6	-2	-4	-9	1.4	1
CC(C)C(=O)Nc1c(C(=O)c2ccc(F)cc2)oc2ccccc12	/	2	-2	1	-14	5	7	/	-0.2	43
C(=N\Nc1nc(-c2ccccc2)cs1)/c1cccs1	0	-6	56*	5	-14	1	-13	51	1.7	63
O=C(O)COc1ccccc1/C=N/NC(=O)c1ccc2c(c1)OCCO2	2	-9	2	-2	18	-5	2	18	0.6	0
Fc1ccc(CN2CCSCC2)cc1F	0	-2	0	-1	-8	2	-14	/	1.0	9
COCCNC(=S)N1CCN(C)CC1	1	2	2	-2	4	-1	-12	2	2.9	-16

Entries of single compounds, quoted from the list. Values in the order: NSD2 inh, dFosB activator, Wnt bcat act, V-ATPase pH, HTR5A inv ag, HTR5A ag ctr, PvdQ inh, MITF act, CDK5 inh, SR-BI DiI inh
O=C(N1CCCCC1)N1CCCN(C(=O)N2CCCCC2)CC1 across the screens: 1, 1, /, -1, 8, 3, -10, 3, 1.2, -7
CN(c1nc2nonc2nc1NC1CC1)C1CCOC1 (centres undefined) across the screens: -2, -7, -2, -2, 6, -2, -4, -9, 1.4, 1
